# UTI89 phage lysis: protection from phage-mediated lysis, alamar blue read-out – E. coli UTI89, K1F phage, bacterial capsule biogenesis inhibitors (AID 488966); E. coli UTI89 K1F phage lysis, alamar blue, 2 h; higher % means a stronger effect; one-dose inhibition, % at 100 µM; IC50 in µM for titrated hits; 0.02% of 340,000 active;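 active means phage lysis inhibition, versus mean bacterial control, above a set limit; inconclusive means no clear call, values can overlap the other calls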;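 further: capsule biogenesis inhibitors block K1F phage lysis so surviving cells raise fluorescence; higher fluorescence means more inhibition of phage lysis; actives were called in the ten point dose series up to 300 µM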
# RSV CPE inhibition: inhibition of RSV-induced cytopathic effect – HEp-2 cells, primary 10 µM value included (AID 2391). HEp-2 cells, RSV-induced CPE inhibition; higher % means a stronger effect. 0.13% of 310,000 active. CPE inhibition, % at 10 µM; hits with a dose series show IC50 in µM; in the data active means a potency from the dose series; inconclusive means CPE inhibition mostly from about 23% at the one dose, without a potency; inactive means the rest, 99 in 100 with CPE inhibition below about 21%; further: strong numbers were not always called active
# T cell modulator: T cell immune modulation candidate | 0.068% of 330,000 active | 2C CD8+ T cell-vesicle binding, flow cytometry; active compounds read low | calls only at 7 µM | AID 2052;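 active means response, share of CD8 T cells binding vesicles, and their 90th percentile fluorescence all below set limits, cut at about 80% in these data, passing the limit was not always enough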
#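 Assay system – 2C mouse CD8+ T cells · Also added – QL9-loaded Drosophila micro-vesicles · Timing – Cell–vesicle co-incubation 1.5 h at 37 °C, staining 20 min on ice · Signal – flow cytometry of vesicle-bound cells · Measure – percent CD8+ FL2 mean versus row control · Controls – Peptide-free naked vesicles (low) and QL9 vesicles with 0.7% DMSO vehicle (high)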
# MgcRacGAP inhibition: MgcRacGAP GTPase-activating activity inhibitors, confirmation, biochemical, ADP Hunter fluorescence; 0.6% of 340,000 active; MgcRacGAP-stimulated Rac1 GTP hydrolysis, ADP Hunter fluorescence; higher % means a stronger effect; GST-tagged Rac1 F28L mutant substrate; one-dose inhibition, % at 30 µM; IC50 in µM for titrated hits; AID 624330;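 active means first-screen hits whose inhibition reached a set limit at any dose in the follow-up dose series; inconclusive means inhibition above the set first-screen limit but never retested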;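 further: fluorescence reports GDP produced by GAP-driven GTP hydrolysis; strong numbers were not always called active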
# Myeloid diff MLP: compounds promoting myeloid differentiation; calls only at 10 µM; 1% of 360,000 active; ER-HoxA9 myeloid progenitors, lysozyme-GFP differentiation, flow cytometry;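 active means normalized GFP-positive differentiation at or above the plate's own cutoff, the solvent-only control mean plus 3 SD; inconclusive means no clear call, values can overlap the other calls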;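 further: cells exposed to compound for four days before flow analysis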
# NTR1 agonist: agonists of NTR1, primary screen, imaging, U2OS cells, beta-arrestin-GFP, high content (AID 493036); NTR1-U2OS beta-arrestin-GFP spot imaging, agonist mode; activation, % at 20 µM; 0.17% of 330,000 active;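 active means activation at or above 40% of the spot to cytoplasm intensity ratio, with at least 20 cells analyzed; inconclusive means wells under 20 cells, flagged as cytotoxic or low count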;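 further: 0% = DMSO without peptide and 100% = 100 nM NTR1 peptide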
# Target sequence (P30989 whole entry, looked up): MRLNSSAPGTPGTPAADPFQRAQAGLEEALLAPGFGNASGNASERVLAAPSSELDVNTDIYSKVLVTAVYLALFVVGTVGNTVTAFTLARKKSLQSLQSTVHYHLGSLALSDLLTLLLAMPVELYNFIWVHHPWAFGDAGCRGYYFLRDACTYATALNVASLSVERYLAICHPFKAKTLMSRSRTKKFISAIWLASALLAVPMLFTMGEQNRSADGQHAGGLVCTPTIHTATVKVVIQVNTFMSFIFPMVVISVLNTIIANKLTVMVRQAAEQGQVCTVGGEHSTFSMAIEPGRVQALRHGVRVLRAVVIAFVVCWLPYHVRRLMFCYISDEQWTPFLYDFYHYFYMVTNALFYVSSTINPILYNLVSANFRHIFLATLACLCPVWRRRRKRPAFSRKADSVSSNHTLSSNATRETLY
# PhoP inhibition: inhibitors of PhoP regulon expression, primary screen, Salmonella Typhimurium, GFP reporter (AID 1863). one-dose inhibition, % at 50 µM; IC50 in µM for titrated hits. S. Typhimurium PhoP-regulated promoter GFP reporter, 4 h; higher % means a stronger effect. 0.16% of 300,000 active;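 active means inhibition over 29.93%, a cutoff 3 SD above the screen mean, later confirmed by dose response; inconclusive means inhibition over 29.93% but no dose response follow-up; inactive means inhibition at most 29.93% or unconfirmed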;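 further: 0% = low Mg2+ inducing control and 100% = high Mg2+ repressing control; strong numbers were not always called active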
# Large T inhibition: TAg ATPase/helicase activity blockers – biochemical (AID 1903); SV40 large T antigen ATPase/helicase inhibition assay; higher % means a stronger effect; inhibition, % at 20 µM; hits with a dose series show IC50 in µM; 0.39% of 310,000 active; in the data active means a potency from the dose series; inconclusive means inhibition mostly from about 32% at the one dose, without a potency; inactive means the rest, 99 in 100 with inhibition below about 32%; further: strong numbers were not always called active
# TNAP activation fold: human TNAP enzyme activators, primary screen, biochemical, luminescent, no phosphate acceptor, uHTS (AID 1001); 0.03% of 200,000 active; one-dose activation fold at 20 µM; EC50 in µM for titrated hits; purified TNAP, luminescent activation assay, no phosphate acceptor; higher activation fold means a stronger effect; in the data active means activation fold from about 3, or a potency from the dose series; inactive means the rest, 99 in 100 with activation fold below about 1.6; further: many of its hits are not listed in these tables
# T cell modulator vesicle-bound %: recorded beside T cell modulator, whose call it bears; double positive events, %; measured here: CD8+ vesicle-bound cell fraction;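 binding gate set so that unloaded-vesicle control wells show 10% double positive cells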
# NTR1 agonist cell count 20 µM: further read-out of NTR1 agonist, marked with its call; cell count; measured here: cell count, cytotoxicity flag
# Myeloid diff MLP GFP+ MAC1+ %: further read-out of Myeloid diff MLP, marked with its call; GFP+ MAC1+ double positive, %; measured here: differentiation confirmed by MAC1 staining
# Active calls of the source: *; i = inactive; ? = inconclusive; · = no result given; + = active, no number; [ ] = remark or other dose.
SMILES,UTI89 phage lysis,RSV CPE inhibition,T cell modulator,T cell modulator vesicle-bound %,MgcRacGAP inhibition,Myeloid diff MLP,Myeloid diff MLP GFP+ MAC1+ %,NTR1 agonist,NTR1 agonist cell count 20 µM,PhoP inhibition,Large T inhibition,TNAP activation fold
COc1ccc(C(=O)Nc2cccc(C)c2)cc1,0.4%,2.8%,i,10,6%,i,0.9,-3.4,89,6%,5%,1.1
Cc1cc(NC(=O)Nc2ccc(OCc3ccccc3)cc2)n(C)n1,0.1%,4.6%,i,20,27%,i,0.6,-1.7,83,0%,11%,·
CCc1ccc2[nH]c(=O)c(CN(CCN(CC)CC)C(=S)NCc3ccco3)cc2c1,0.0%,-3.0%,i,9,4%,i,1.1,1.0,54,-3%,16%,1
CCCCN(CC)Cc1ccc(CNC(=S)Nc2ccc(C)cc2Cl)o1,0.1%,-3.2%,i,28,13%,i,1.2,0.2,52,-8%,49%,1.1
Cc1oc(C(=O)O)cc1COc1ccc2c3c(c(=O)oc2c1C)CCC3,-0.5%,2.4%,i,38,6%,i,0.7,-1.0,84,-5%,11%,1.1
CCCC(C)C(=O)NCc1ccncc1 (stereo not given),-0.8%,0.7%,i,24,3%,i,0.3,0.0,72,2%,7%,1.1
COc1ccc(S(=O)(=O)N2CCCC(C(=O)O)C2)cc1Cl (stereo not given),0.9%,0.4%,i,39,2%,i,0.2,-1.0,51,0%,20%,1
O=c1[nH]c(CN2CCN(S(=O)(=O)c3cccs3)CC2)nc2c(Br)cc(Br)cc12,0.0%,22%,i,47,1%,i,0.6,4.4,52,-5%,-10%,1.1
COC(=O)c1ccc(C(=O)OC)c(NC(=O)COC(=O)CC2CC3CCC2C3)c1 (stereo not given),-0.2%,0.9%,i,37,5%,i,2.0,5.5,52,12%,6%,1
COc1ccc(-n2cnc3cc(C(=O)NCCN4CCOCC4)ccc32)cc1,1.2%,1.1%,i,52,7%,i,0.0,-0.9,88,4%,3%,1.1
CC(=O)C1=C(O)C(=O)N(c2ccc(O)cc2)C1c1ccccc1F (stereo not given),0.1%,2.8%,i,33,11%,i,0.3,0.1,82,3%,22%,·
CCCCn1c(N)c(N(CC)C(=O)c2cccc(OCc3ccccc3)c2)c(=O)[nH]c1=O,0.6%[50 µM],0.1%,i,21,3%,i,0.6,-1.4,52,·,·,·
Cc1nn(-c2cc(N3CCCCC3)ccc2[N+](=O)[O-])c(=O)c2ccccc12,3.3%,-0.4%,i,17,1%,i,0.2,2.7,74,-8%,-2%,0.9
CC12CCC(C1)C(C)(C)C2NS(=O)(=O)c1ccc(F)cc1 (stereo not given),-0.9%,-0.3%,i,12,1%,i,0.6,4.9,62,·,·,·
COc1ccc(OC)c(NC(=O)C2C3C=CC(C3)C2C(=O)NCc2ccccn2)c1 (stereo not given),0.3%,0.8%,i,35,10%,i,0.5,2.7,82,4%,19%,1.1
COc1cccc(CN2C(=O)C(C)Oc3ccccc32)c1 (stereo not given),0.1%,-0.5%,i,62,0%,i,0.6,-1.4,102,28%,0%,·
O=C(Cn1c(=O)cnc2ccccc21)Nc1cccc(S(=O)(=O)N2CCCCC2)c1,0.6%[50 µM],2.2%,i,40,2%,i,1.1,0.9,67,·,·,·
COc1cc(CC(=O)OCC(=O)Nc2sccc2C(N)=O)cc(OC)c1OC,-0.3%,?,i,31,5%,i,0.2,4.5,48,-10%,8%,1
CCn1cc(C(=O)N[C@H](C(=O)NCCCn2ccnc2)C(C)C)c(=O)c2cc3c(cc21)OCO3,1.8%,1.5%,i,13,8%,i,4.2,1.4,67,-4%,11%,·
O=C(CCCSc1ccc(Cl)cc1)Nc1cc(S(=O)(=O)N2CCOCC2)ccc1O,-1.0%[50 µM],0.5%,i,52,25%,i,0.9,-0.2,45,·,·,·
Cc1nn(CCOc2cccc(Cl)c2)c(C)c1[N+](=O)[O-],0.1%,10%,i,63,3%,i,0.5,1.4,61,-4%,21%,·
COc1cc(OC)cc(C(=O)N2CCN(Cc3cccc(F)c3)CC2)c1,1.6%,-0.9%,i,53,27%,i,1.4,0.9,82,12%,29%,1.2
O=C(Nc1ccc2cn[nH]c2c1)c1c(Cl)cccc1Cl,3.7%,0.8%,i,16,5%,i,0.7,0.9,51,2%,-1%,1
COc1ccc(C(=O)/C=C(\C)Nc2ccc3c(c2)OCO3)cc1,0.3%,2.1%,i,43,10%,i,1.9,1.1,98,9%,5%,1
Cc1cc(Nc2ccc(C(=O)O)cc2)nc(N)n1,0.5%,0.7%,i,52,1%,i,1.0,-1.4,59,-13%,-7%,·
COc1ccc(NC(=O)C2CCCN(C(=O)NC3CCCCC3)C2)cc1OC (stereo not given),0.2%,-1.4%,i,19,4%,i,1.3,0.2,66,-3%,0%,1.1
COc1ccc(C(=O)NCC(=O)N/N=C/c2ccc([N+](=O)[O-])s2)cc1OC,0.0%,0.7%,i,38,7%,i,1.0,-0.7,91,-10%,3%,1
COCCOc1cc(NCc2ccccc2)c2ncn(C(C)C)c2c1,3.2%,·,i,19,21%,i,2.3,1.4,64,·,·,·
Cc1cc(-c2nc(C)c(C(=O)NN)s2)no1,-1.5%,1.7%,i,12,-4%,i,0.1,7.2,55,2%,10%,·
Cn1c(SCC(=O)NNC(=O)c2ccccc2)nnc1C(F)(F)F,0.0%[50 µM],1.1%,i,25,3%,i,0.7,1.7,70,·,·,·

# Five of the compounds above, with two lines to a compound.
# The line under a structure holds: UTI89 phage lysis	RSV CPE inhibition	T cell modulator	T cell modulator vesicle-bound %	MgcRacGAP inhibition	Myeloid diff MLP	Myeloid diff MLP GFP+ MAC1+ %	NTR1 agonist	NTR1 agonist cell count 20 µM	PhoP inhibition	Large T inhibition	TNAP activation fold
> O=C(CCCSc1ccc(Cl)cc1)Nc1cc(S(=O)(=O)N2CCOCC2)ccc1O
 : -1.0%[50 µM]	0.5%	i	52	25%	i	0.9	-0.2	45	·	·	·
> Cn1c(SCC(=O)NNC(=O)c2ccccc2)nnc1C(F)(F)F
 : 0.0%[50 µM]	1.1%	i	25	3%	i	0.7	1.7	70	·	·	·
> O=C(Nc1ccc2cn[nH]c2c1)c1c(Cl)cccc1Cl
 : 3.7%	0.8%	i	16	5%	i	0.7	0.9	51	2%	-1%	1
> O=C(Cn1c(=O)cnc2ccccc21)Nc1cccc(S(=O)(=O)N2CCCCC2)c1
 : 0.6%[50 µM]	2.2%	i	40	2%	i	1.1	0.9	67	·	·	·
> Cc1nn(CCOc2cccc(Cl)c2)c(C)c1[N+](=O)[O-]
 : 0.1%	10%	i	63	3%	i	0.5	1.4	61	-4%	21%	·

# More results follow:
SMILES,UTI89 phage lysis,RSV CPE inhibition,T cell modulator,T cell modulator vesicle-bound %,MgcRacGAP inhibition,Myeloid diff MLP,Myeloid diff MLP GFP+ MAC1+ %,NTR1 agonist,NTR1 agonist cell count 20 µM,PhoP inhibition,Large T inhibition,TNAP activation fold
COc1ccc(CC(=O)O/N=C(\N)Cc2ccc(OC)cc2)cc1,-1.1%,1.9%,i,17,-3%,i,2.9,-2.7,61,-5%,-3%,1.1
Cc1ccc(C2CC(c3cccc(Br)c3)Nc3nnnn32)cc1 (stereo not given),-0.2%,3.8%,i,43,-2%,i,1.0,2.0,41,10%,2%,1.2
CSc1sc(C(=O)N2CCc3ccccc32)cc1S(=O)(=O)C(C)C,0.0%,0.5%,i,31,7%,i,0.8,1.8,58,-6%,12%,·
COc1ccc(OC(=O)c2cnc3n(c2=O)CCS3)cc1,-0.6%,·,i,12,13%,i,0.4,1.5,44,-10%,16%,·
Cc1ccc(SCC(=O)NC(=O)c2ccc(S(=O)(=O)N(C)C)cc2)cc1C,2.3%,1.3%,i,45,5%,i,0.3,0.3,26,-16%,12%,1
Cc1ccnc(NS(=O)(=O)c2ccc(NC(=O)c3ccc4c(c3)OCCO4)cc2)n1,4.2%,-1.3%,i,33,4%,i,0.1,-0.3,57,-2%,1%,1.1
COc1ccc(C(c2nnnn2Cc2cccs2)N2CCC(C(N)=O)CC2)c(OC)c1 (stereo not given),0.7%,3.9%,i,35,8%,i,1.3,-4.6,78,-2%,4%,1.1
C=CCn1c(O)c(C=Nc2ccc(CN3CCCCC3)cc2)c(=O)[nH]c1=S,·,0.8%,i,18,·,i,0.1,0.2,52,-3%,11%,·
Nc1ccc(C(=O)OCc2csc(-c3ccccc3)n2)cc1[N+](=O)[O-],-0.4%,0.7%,i,60,-4%,i,0.3,3.1,93,-4%,9%,1.1
Cn1cc(CN2CCCC(CO)(Cc3ccccc3)C2)cn1 (stereo not given),-0.1%,-1.5%,i,62,2%,i,0.3,-1.4,58,-6%,9%,1.1
O=C(NNC(=S)Nc1cccc(Cl)c1)c1ccccc1OC(F)F,5.1%,2.6%,i,47,12%,i,0.4,0.3,42,8%,19%,1.1
COCCn1c(C)cc(C2=NNC(=Nc3ccccc3)SC2)c1C,1.4%,8.6%,i,54,9%,i,1.5,0.3,70,-12%,3%,1.1
O=S(=O)(/N=C(/Nc1ccc(F)c(F)c1F)c1ccccc1)c1ccccc1,1.0%[50 µM],3.6%,i,23,6%,i,1.3,7.3,51,4%,7%,1.1
CN(C)CCCNC(=O)/C(=C/c1ccc(-c2ccc([N+](=O)[O-])cc2)o1)NC(=O)c1ccccc1,0.5%,-1.0%,i,23,14%,+,2.2*,-0.4,65,-4%,12%,·
CC(=O)Nc1cccc(NC(=O)CSc2ccc(-c3ccccn3)nn2)c1,0.5%,-3.2%,i,42,10%,i,0.4,0.0,57,8%,4%,1.1
O=C(CN1C(=O)c2cccc3cccc1c23)NCc1ccncc1,-0.1%,1.8%,i,51,3%,i,0.3,0.5,101,8%,18%,1
C=CCn1c(CCC(=O)O)ccc1-c1ccccc1,0.2%,1.9%,i,6,2%,i,8.0,-0.2,50,15%,16%,1.1
C[C@H](CO)N1C[C@H](C)[C@@H](CN(C)C(=O)Nc2ccccc2)Oc2ccc(NC(=O)Nc3ccc4c(c3)OCO4)cc2C1=O,0.0%,·,i,10,0%,i,1.1,1.4,53,·,·,·
CC(=O)N/N=c1\sc2ccccc2n1C,-2.5%,-1.4%,i,22,8%,i,0.2,1.3,48,-3%,10%,1.1
CC(C)c1ccc2oc(-c3cc(N)ccc3O)nc2c1,0.4%,6.4%,i,33,13%,i,0.9,17,77,21%,-5%,0.9
